Compound activity from PubChem BioAssay.
Coupling enz: qHTS Assay for Inhibitors of Fructose-1,6-bisphosphate Aldolase from Giardia Lamblia: Coupling assay counterscreen | coupling enzyme system counterscreen, AmpLite Red fluorescence | activity change, negative = inhibition, % at 58.2 µM, hits read low | 290,000 compounds, 0.67% hits | AID 2472, 2010; in the data active = activity change below about -30%; also: % is scaled to controls: 0 for no effect and ±100 for the full control effect
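Fluorescence at 525 nm excitation and 598 nm emission measured inhibition of the coupled detection system without aldolase. Compounds (at 57.5 uM final) were preincubated 10 min at room temperature with coupling enzyme reagent before a 20 min substrate/AmpLite Red step.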
Integrin act MD: qHTS for Activators of Integrin-Mediated Alleviation for Muscular Dystrophy. alpha7betagal myoblasts, beta-gal FDG fluorescence, 48 h. Potency, µM (series often up to 38.3 µM), for the others: at the highest dose activation, actives largely listed as activators. 350,000 compounds, 0.064% hits. AID 624291, 2012;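 also: potency is read from the fitted curve at half-maximal effect; 100% = response of the positive control SU9516; nearly all actives have a fitted effect of over 60% in size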
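Alpha7betagal+/- myoblasts (passage 13) were plated 16-24 hr, then exposed to compounds (1:260 dilution of DMSO stock) for 48 hours at 37C. After MPER lysis, β-galactosidase reporter activity was read as FDG fluorescence (ex 480/em 540) after 30 minutes.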
Menin-MLL TR inh: qHTS Assay for Inhibitors Targeting the Menin-MLL Interaction in MLL Related Leukemias: Competition With Texas Red Labeled MLL-derived Mutant Peptide | O00255 | Menin + Texas Red MLL mutant peptide, fluorescence polarization | Potency, µM (series often up to 61.6 µM), for inactives: at the highest dose FP activity change, negative = inhibition, hits mostly inhibitors | 270,000 compounds, 0.23% hits | AID 1768, 2009; active = well fitted inhibition curve with a large enough effect in the polarisation, with a control signal flat, not every such curve was filed as active; inconclusive = small, poorly fitted or top-dose-only effect, or effect the other way, or a change in a side signal; inactive = no such curve, though single readings can be large or run the other way; the % refers to the polarisation; also: potency is read from the fitted curve at half-maximal effect; % of control where 0% means no effect; many of its hits are not listed in these tables
GALK inhibitor: qHTS Assay for Inhibitors of Human Galactokinase (GALK); P51570; 270,000 compounds, 0.007% hits; Potency, µM (titrated, usually from 57.5 µM), for the others: at the highest dose activity change, negative = inhibition, usual class: inhibitors; Purified GALK, Kinase-Glo residual ATP luminescence; also: potency is read from the fitted curve at half-maximal effect; % is scaled to controls: 0 for no effect and ±100 for the full control effect
Target sequence (P51570 whole entry, looked up): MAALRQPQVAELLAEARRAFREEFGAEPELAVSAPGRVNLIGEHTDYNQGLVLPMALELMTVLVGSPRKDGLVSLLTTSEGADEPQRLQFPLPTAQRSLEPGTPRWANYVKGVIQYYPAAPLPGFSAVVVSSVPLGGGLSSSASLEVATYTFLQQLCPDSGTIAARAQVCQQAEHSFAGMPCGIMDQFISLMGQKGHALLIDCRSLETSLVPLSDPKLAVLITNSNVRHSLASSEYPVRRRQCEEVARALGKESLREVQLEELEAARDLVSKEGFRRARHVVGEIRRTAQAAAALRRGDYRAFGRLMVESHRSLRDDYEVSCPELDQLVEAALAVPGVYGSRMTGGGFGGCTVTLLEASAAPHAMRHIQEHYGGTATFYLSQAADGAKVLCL
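Human GALK (5 nM) with 35 uM ATP and 100 uM galactose in 20 mM HEPES pH 8.0, 5 mM MgCl2, 60 mM NaCl, 1 mM DTT, 0.01% BSA. After 1 h at room temperature, leftover ATP was read by Kinase-Glo Plus luminescence.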
B2AR arrestin: qHTS assay of beta-arrestin-biased ligands of beta2-adrenergic receptor; 330,000 compounds, 0.02% hits; beta-arrestin recruitment to beta2AR, cell-based reporter; Potency, µM (top dose mostly 46.1 µM), without a hit: top-dose activation, most hits filed as activators; Beta-2 adrenergic receptor (Homo sapiens), P07550; AID 492947, 2010;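 also: potency is read from the fitted curve at half-maximal effect; 0% = DMSO controls and full agonism = EC100 isoproterenol or metaproterenol; nearly all actives have a fitted effect of over 65% in size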
Target sequence (P07550 whole entry, looked up): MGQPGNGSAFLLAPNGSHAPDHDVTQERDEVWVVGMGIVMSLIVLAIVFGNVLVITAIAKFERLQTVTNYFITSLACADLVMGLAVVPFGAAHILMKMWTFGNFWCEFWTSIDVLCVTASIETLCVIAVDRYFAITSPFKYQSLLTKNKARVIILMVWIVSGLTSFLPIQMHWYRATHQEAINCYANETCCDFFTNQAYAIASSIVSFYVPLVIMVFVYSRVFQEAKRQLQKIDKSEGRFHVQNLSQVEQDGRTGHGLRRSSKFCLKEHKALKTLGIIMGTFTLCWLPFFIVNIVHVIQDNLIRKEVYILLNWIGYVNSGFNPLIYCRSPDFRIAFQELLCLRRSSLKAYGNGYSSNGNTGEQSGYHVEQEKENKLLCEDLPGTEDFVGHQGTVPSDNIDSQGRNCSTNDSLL
Tb PFK inh: qHTS Assay to Find Inhibitors of T. brucei phosphofructokinase; 330,000 compounds, 0.17% hits; Potency, µM (highest dose often 57.5 µM), for inactives: at the highest dose activity, negative = inhibition, usual class: inhibitors; T. brucei PFK, ADP-Glo luminescence; ATP-dependent 6-phosphofructokinase (Trypanosoma brucei brucei), O15648;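 also: potency is read from the fitted curve at half-maximal effect; 0% = uninhibited 1x PFK enzyme wells and -100% = no-enzyme wells; nearly all actives have a fitted effect of over 60% in size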
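1.25 nM PFK with 0.5 mM F6P and 0.1 mM ATP in 0.1 M TEA pH 8.0, 5 mM MgCl2, incubated 45 min at room temperature; ADP measured by ADP-Glo luminescence; compounds titrated up to 57 uM.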
Giardia killer: Small Molecules that selectively kill Giardia lamblia: qHTS | Giardia lamblia trophozoite viability | activity change, % at 7.66 µM, hits read low | 340,000 compounds, 0.15% hits | AID 540267, 2011; in the data active = activity change below about -80%; inconclusive = between about -30% and that limit;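 also: parasites exposed to compound for two days anaerobically before the ATP read; % is scaled to controls: 0 for no effect and ±100 for the full control effect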
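Killing of trophozoites was scored by loss of ATP luminescence after a 48 hrs anaerobic exposure to compounds at 37 deg C, using 100 cells per well.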
PKM2 act: qHTS Assay for Activators of Human Muscle isoform 2 Pyruvate Kinase | purified PKM2, Kinase-Glo ATP luminescence, activation; response scale: 0% is enzyme alone, no compound | Potency, µM (top dose mostly 57.5 µM), inactives show top-dose activation, hits mostly activators | 260,000 compounds, 0.34% hits; also: potency is read from the fitted curve at half-maximal effect; % is scaled to controls: 0 for no effect and ±100 for the full control effect; nearly all actives have a fitted effect of over 55% in size
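ATP formation by purified human PK-M2, quantified via coupled luciferase luminescence after 1 h at room temperature with 0.1 mM ADP and 0.5 mM PEP final.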
TSG101-PTAP inh: qHTS Assay for Iinhibitors of HIV-1 Budding by Blocking the Interaction of PTAP/TSG101. Tumor susceptibility gene 101 protein (Homo sapiens), Q99816. Fluorescence polarization, FITC-PTAP peptide / Tsg101 binding. Potency, µM (highest dose often 115 µM), for inactives: top-dose activity change, negative = inhibition, most hits filed as inhibitors. 340,000 tested, under 10 active; active = well fitted inhibition curve with a large enough effect in the main read-out, with a control signal flat, not every such curve was filed as active; inconclusive = small, poorly fitted or top-dose-only effect, or effect the other way, or a change in a side signal; inactive = no such curve, though single readings can be large or run the other way; also: potency is read from the fitted curve at half-maximal effect; % of control where 0% means no effect
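FP read-out: FITC-PTAP peptide, 50 nM final, binding Tsg101 binding domain, 10 uM final; 20 min, r.t.; 10 mM HEPES pH 7.5, 0.15 M NaCl, 0.01% Tween 20, 3 mM EDTA, 0.1 mM TCEP.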
ASM inhibitor: Inhibitors of Secretory Acid Sphingomyelinase (S-ASM): qHTS. placental ASM, HMU-PC fluorogenic substrate, 60 min. 340,000 compounds, 0.006% hits. AID 504937, 2011. Potency, µM (highest dose often 57.5 µM), for the others: at the highest dose activity change, negative = inhibition, actives largely listed as inhibitors. Sphingomyelin phosphodiesterase (Homo sapiens), P17405; also: potency is read from the fitted curve at half-maximal effect
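Steps: dispense placental human ASM, pin compound, wait 10 min at room temperature, add HMU-PC0 substrate at 9 uM final, incubate 60 min at 37 °C, add stop solution raising pH to 10, read fluorescence.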
Chronic BCR inh: qHTS Assay to Find Inhibitors of Chronic Active B-Cell Receptor Signaling. Potency, µM (doses to about 46.1 µM), for the others: at the top dose ratio change, negative = lower green/red ratio, usual class: inhibitors. AID 493014, 2011. ABC-DLBCL IkBa-CBG/CBR reporter, luminescence ratio, 4 h. 340,000 compounds, 0.05% hits; active = well fitted inhibition curve with a large enough effect in the signal ratio, with a control signal flat, not every such curve was filed as active; inconclusive = small, poorly fitted or top-dose-only effect, or effect the other way, or a change in a side signal; the % refers to the signal ratio;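 also: potency is read from the fitted curve at half-maximal effect; plate controls were basal doxycycline-induced cells for no effect and cells given 10 µM MG132 for full effect; MG132 reads +100%, hits lower the ratio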
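Compounds up to 46 uM were incubated four hours with TMD8 cells whose green CBG68 luciferase is fused to IkappaBalpha; red CBR luminescence normalised the signal, and concentration-effect curves were fitted to fusion, red and ratio data.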
The depositor's hits bear a star; ? = inconclusive; / = not tested or not shown; & = joins results of further samples; [ ] = dose if it differs, or a comment. Unless noted, calls follow the shape of the dose curve; as a rule, active = well fitted curve in the direction sought with a large enough effect; inconclusive = small, poorly fitted or top-dose-only effect, or another doubt; inactive = no such curve, though single readings can be large; an effect the other way counts as inactive or inconclusive. This is a subset; count on the stated rates, not on these rows.

Start of the data: the first 5 records as a preview:
SMILES	Coupling enz	Integrin act MD	Menin-MLL TR inh	GALK inhibitor	B2AR arrestin	Tb PFK inh	Giardia killer	PKM2 act	TSG101-PTAP inh	ASM inhibitor	Chronic BCR inh
CCOC(=O)N1CCN(C(=O)CN2C(=O)c3ccccc3S2(=O)=O)CC1	-1	10%	7%	-1%	0.2%	2%	15	/	-7%	-3%	0%
COc1ccc(NC(=O)C2CCC(C(C)(C)C)CC2)cc1S(=O)(=O)N1CCOCC1 (stereo unspecified)	/	-8%	/	/	0.0%	1%	17	/	-12%	-3%	-1%
O=C(c1cc(COc2ccc(F)cc2Cl)on1)N1C[C@H]2CC[C@H]1C2	/	-31%	/	-3%	-1.0%	1%	8	-4%	-1%	-3%	-12%
O=C(CCS(=O)(=O)c1ccc(Br)cc1)N1CCN(c2ccc(F)cc2)CC1	-3	-13%	1%	-2%	0.5%	-13%	-1	0%[0.46 µM]	-1%	0%	5%
COc1ccc(Cl)cc1NC(=O)C1(c2cccs2)CCOCC1	3	-40%	12%	-1%	0.2%	-7%	19	1%	-4%	-5%	1%

This part in full, from the first entry:
SMILES	Coupling enz	Integrin act MD	Menin-MLL TR inh	GALK inhibitor	B2AR arrestin	Tb PFK inh	Giardia killer	PKM2 act	TSG101-PTAP inh	ASM inhibitor	Chronic BCR inh
CCOC(=O)N1CCN(C(=O)CN2C(=O)c3ccccc3S2(=O)=O)CC1	-1	10%	7%	-1%	0.2%	2%	15	/	-7%	-3%	0%
COc1ccc(NC(=O)C2CCC(C(C)(C)C)CC2)cc1S(=O)(=O)N1CCOCC1 (stereo unspecified)	/	-8%	/	/	0.0%	1%	17	/	-12%	-3%	-1%
O=C(c1cc(COc2ccc(F)cc2Cl)on1)N1C[C@H]2CC[C@H]1C2	/	-31%	/	-3%	-1.0%	1%	8	-4%	-1%	-3%	-12%
O=C(CCS(=O)(=O)c1ccc(Br)cc1)N1CCN(c2ccc(F)cc2)CC1	-3	-13%	1%	-2%	0.5%	-13%	-1	0%[0.46 µM]	-1%	0%	5%
COc1ccc(Cl)cc1NC(=O)C1(c2cccs2)CCOCC1	3	-40%	12%	-1%	0.2%	-7%	19	1%	-4%	-5%	1%
CCn1c(SCC(=O)N/N=C(\C)c2ccco2)nnc1-c1ccccc1	0	-26%	5%	-1%	-0.7%	2%	12	-2%	-10%	6%	10%
Cc1cc(C)cc(-c2nnc(SCC(=O)c3ccc4c(c3)OCCO4)o2)c1	1	-5%	15%	-2%	-0.8%	0%	27	2%	-4%	-3%	4%
Cc1ccc(C)c(NC2=NCC(=O)N2c2ccc3c(c2)OCCO3)c1	1	21%	-4%	0%	0.1%	3%	13	-1%	-13%	3%	10%
CC1(C)Cc2c(C#N)c(OCC(=O)c3ccc(Cl)cc3)nc(-c3ccoc3)c2CO1	5	-16%	5%	-1%	-0.1%	2%	-4	-7%	0%	-3%	-1%
CCCn1c(N)c(C(=O)CSc2nnc3n2CCCCC3)c(=O)[nH]c1=O	/	?	/	/	-0.8%	2%	4	/	-4%	0%	2%
COc1ccc(Cc2nnc(SCC(=O)N3CCN(c4ccccc4)CC3)o2)cc1	0	-2%[7.66 µM]	-30%	1%	-0.1%	2%	2	-2%	0%	1%	-1%
O=C(CCl)NNc1nc(-c2ccccc2)c2cc(Cl)ccc2n1	0	-32%[inhibitor]	-18%	1%	1.0%	-6%	-21	11%[11.5 µM]	-11%	7%	?
CCO/C([O-])=N/c1c[n+](N2CCOCC2)no1	3&6&0	/	1%	5%	-0.6%&0.0%	-5%&-1%	4&-20	0%	-1%&3%	2%&-1%	6%&-4%
COCCn1c(SCc2nc3ccccc3s2)nc2ccccc21	0	5%	-2%	0%	-0.2%	-3%	-5	1%	0%	-1%	9%
CCOc1ccc(NC(=O)Nc2cc(C(=O)O)ccc2N2CC3CC(C2)c2cccc(=O)n2C3)cc1 (stereo unspecified)	-3	18%	12%	-1%	-0.4%	1%	-3	/	0%	2%	2%
Cc1ccc(-n2c(=O)cc(N3CC(C)CC(C)C3)[nH]c2=O)cc1 (stereo unspecified)	-2	-6%[7.66 µM]	?	-1%	-0.9%	0%	6	-2%	-4%	0%	-16%
O=C(CCc1nnc2ccc(NCCCN3CCCC3=O)nn12)NCc1ccccc1Cl	0	-22%	1%	-2%	4.2%	0%	-3	-12%	0%	-3%	-1%
Cc1cccc(N2CCN(CC(O)COc3ccccc3Cl)CC2)c1 (stereo unspecified)	2	21%	?	4%	-0.3%	-2%	-4	-11%	-2%	-1%	?
COc1ccc(-c2cc(=O)[nH]c3ccccc23)cc1	/	3%	/	/	0.6%	-2%	-6	/	0%	2%	?
COc1ccc2[nH]c(C(=O)O)c(NS(=O)(=O)c3ccc(C)c(C)c3)c2c1	4	0%	?	-2%	-1.2%	2%	-12	/	-6%	12%	-6%
CCC(CC(C)(C)O)C(=O)NNC(=S)Nc1ccccc1 (stereo unspecified)	0	-2%	1%	-2%	0.5%	2%	3	-2%	-1%	-1%	3%
CC1C(=O)N2CCCc3cc(NC(=O)c4ccccc4Br)cc1c32 (stereo unspecified)	/	26%	/	/	-0.5%	-2%	-2	/	-7%	2%	23µM*
CC(C)(C)c1ccc(C(=O)N2CCCC2c2cccs2)cc1 (stereo unspecified)	2	0%	-24%	5%	-0.6%	3%	6	/	-1%	-1%	7%
CC(/C=N/NC(=O)c1c(Br)cnn1C)=C\c1ccccc1	0	0%	-13%	2%	-0.9%	0%	-19	3%	-2%	-3%	-13%
O=C(c1cnn2cccnc12)N1CCN(c2ccccc2)CC1	-2	3%	8%	3%	1.0%	?	-7	-5%	-11%	4%	?
O=C(Cn1nc(Cl)nc1Cl)c1cc2ccccc2oc1=O	2	-38%	?	6%	-0.7%	11%	3	-2%	-8%	18%	?
CCOC(=O)c1c(C)oc(NC(=O)CCl)c1C(=O)OCC	2	0%	-6%	-1%	0.4%	5%	7	-2%	-1%	3%	?
O=S(=O)(Nc1nc(-c2ccccc2)cs1)c1cc(Cl)ccc1Cl	11	2%	?	4%	-0.8%	0%	8	-8%	-7%	-6%	?
COc1ccc(CN2CCCC(C(=O)Nc3cccc(-n4cnnn4)c3)C2)c(C)c1C (stereo unspecified)	/	-18%	/	1%	0.0%	-2%	0	/	-3%	1%	-13%
Cc1csc(NC(=O)CCSCCc2ccccn2)n1	1	1%	-2%	2%	-0.1%	-1%	9	18%	-1%	3%	?
Cc1c(NC(=O)c2ccccc2F)c(=O)n(-c2ccccc2)n1C	3	13%	3%	5%	-0.6%	4%	0	-1%	-1%	-3%	1%
O=[N+]([O-])c1cccc(S(=O)(=O)NCCOc2cccc3cccnc23)c1	/	9%	/	6%	-0.2%	?	-18	-9%	0%	-2%	-1%
O=S(=O)(c1ccc(S(=O)(=O)N2CCCC3(CCCCC3)C2)cc1)N1CCCCC1	4	-32%	5%	5%	-0.4%	-4%	16	0%	-3%	3%	0%
CCN(CC)C(=O)c1cn(C)c2ccc(S(=O)(=O)N(CC)CC)cc2c1=O	3	-4%	16%	0%	-0.3%	-4%	5	3%	-5%	1%	4%
C1=C(CCNC2=NCCCCC2)CCCC1	3	7%	-11%	9%	0.3%	2%	42[activator]	3%	-5%	10%	1%
O=C(NCc1ccccn1)c1ccc(NS(=O)(=O)c2cccc(Cl)c2)cc1	/	14%	/	-1%	-0.3%	-7%	21	1%	-3%	4%	?
